Screening data: PubChem, several laboratories
T cell HTS: modulates CD8 T cell binding to vesicles; 2C CD8+ T cell-vesicle binding, flow cytometry; stronger effect = lower value; calls only at 7 µM; 330,000 tested, 0.068% active; AID 2052;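 active means response, share of CD8 T cells binding vesicles, and their 90th percentile fluorescence all below set limits, cut at about 80% in these data, passing the limit was not always enough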
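incubation = binding step 1.5 h, 37 °C, antibody labelling 20 min, ice | test system = 2C mouse CD8+ T cells | read-out basis = percent CD8+ FL2 mean versus row control | controls = Peptide-free naked vesicles (low) and QL9 vesicles with 0.7% DMSO vehicle (high) | detection = flow cytometry of vesicle-bound cells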
Rac1 GTP hydrolysis: MgcRacGAP GTPase-activating activity inhibitors, confirmation, biochemical, ADP Hunter fluorescence; inhibition, % at 30 µM, or IC50 in µM where a hit was titrated; MgcRacGAP-stimulated Rac1 GTP hydrolysis, ADP Hunter fluorescence; higher % means a stronger effect; GST-tagged Rac1 F28L mutant substrate; AID 624330; 340,000 tested, 0.6% active;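 active means first-screen hits whose inhibition reached a set limit at any dose in the follow-up dose series; inconclusive means inhibition above the set first-screen limit but never retested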;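 further: fluorescence reports GDP produced by GAP-driven GTP hydrolysis; strong numbers were not always called active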
SV40 large T antigen: SV40 large T antigen inhibitors, biochemical (AID 1903); SV40 large T antigen ATPase/helicase inhibition assay; higher % means a stronger effect; inhibition, % at 20 µM, or IC50 in µM where a hit was titrated; 310,000 tested, 0.39% active; in the data active means a potency from the dose series; inconclusive means inhibition mostly from about 32% at the one dose, without a potency; inactive means the rest, 99 in 100 with inhibition below about 32%; further: strong numbers were not always called active
Salmonella PhoP GFP: PhoP-dependent GFP reporter repression – Salmonella Typhimurium, primary screen (AID 1863) | one-dose inhibition, % at 50 µM; IC50 in µM for titrated hits | S. Typhimurium PhoP-regulated promoter GFP reporter, 4 h; higher % means a stronger effect | 300,000 tested, 0.16% active;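 active means inhibition over 29.93%, a cutoff 3 SD above the screen mean, later confirmed by dose response; inconclusive means inhibition over 29.93% but no dose response follow-up; inactive means inhibition at most 29.93% or unconfirmed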;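 further: 0% = low Mg2+ inducing control and 100% = high Mg2+ repressing control; strong numbers were not always called active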
RSV antiviral HEp-2: inhibition of RSV-induced cytopathic effect – HEp-2 cells, primary 10 µM value included (AID 2391). 310,000 tested, 0.13% active. HEp-2 cells, RSV-induced CPE inhibition; higher % means a stronger effect. CPE inhibition, % at 10 µM, or IC50 in µM where a hit was titrated; in the data active means a potency from the dose series; inconclusive means CPE inhibition mostly from about 23% at the one dose, without a potency; inactive means the rest, 99 in 100 with CPE inhibition below about 21%; further: strong numbers were not always called active
West Nile virus CPE: inhibition of WNV-induced cytopathic effect – cell-based, CPE readout (AID 1621); West Nile virus-infected cells, CPE inhibition; higher % means a stronger effect; one-dose CPE inhibition, % at 10 µM; IC50 in µM for titrated hits; 290,000 tested, 0.02% active; in the data active means a potency from the dose series; inconclusive means CPE inhibition mostly from about 3.7% at the one dose, without a potency; inactive means the rest, 99 in 100 with CPE inhibition below about 2.2%; further: strong numbers were not always called active
Myeloid diff MLP: compounds promoting myeloid differentiation. ER-HoxA9 myeloid progenitors, lysozyme-GFP differentiation, flow cytometry. calls only at 10 µM. 360,000 tested, 1% active. AID 624256;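 active means normalized GFP-positive differentiation at or above the plate's own cutoff, the solvent-only control mean plus 3 SD; inconclusive means no clear call, values can overlap the other calls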;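 further: cells exposed to compound for four days before flow analysis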
WT yeast gro inh: growth inhibition of WT yeast, mitochondrial fusion screen; mitochondrial fusion phenotypic screen, WT strain; inhibition, % at 10 µM; 190,000 tested, 2.1% active; in the data active means inhibition above about 58%; tested in S. cerevisiae
b-catenin transl: beta-catenin nuclear translocation modulation | HeLa beta-catenin nuclear translocation, immunofluorescence imaging | nuclear translocation activity, % at 5 µM | 190,000 tested, 0.3% active | AID 1665;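 active means nuclear translocation activity above 50% at 5 µM, with a well cell count of 50 or more; inconclusive means wells under 50 cells across six images, flagged as toxic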;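 further: per-cell ratio of nuclear to cytoplasmic median beta-catenin stain intensity; plate controls were DMSO negative control for no effect and GSK-3 inhibitor IX positive control for full effect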
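Test system: human HeLa cell line; Doses: 5 µM primary, 0.02–20 µM confirmation; Incubation: 24 h compound exposure, 37°C; Detection: beta-catenin immunofluorescence imaging with DAPI; Read-out: beta-catenin nuclear/cytoplasmic ratio, % activation.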
WT yeast gro inh mutant strain: further read-out of WT yeast gro inh, marked with its call; inhibition, %; mitochondrial fusion phenotypic screen, mutant strain inhibition
b-catenin transl cell count 5 µM: recorded beside b-catenin transl, whose call it bears; cell count; measured here: cell count, cytotoxicity flag
T cell HTS vesicle-bound %: second read-out of T cell HTS, no call of its own (marks repeat the call); double positive events, %; measured here: CD8+ vesicle-bound cell fraction;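 binding gate set so that unloaded-vesicle control wells show 10% double positive cells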
Myeloid diff MLP GFP+ MAC1+ %: further read-out of Myeloid diff MLP, marked with its call; GFP+ MAC1+ double positive, %; measured here: differentiation confirmed by MAC1 staining
An asterisk follows results filed as active; i = inactive; u = inconclusive; x = not tested or not shown.

SMILES	T cell HTS	T cell HTS vesicle-bound %	Rac1 GTP hydrolysis	SV40 large T antigen	Salmonella PhoP GFP	RSV antiviral HEp-2	West Nile virus CPE	Myeloid diff MLP	Myeloid diff MLP GFP+ MAC1+ %	WT yeast gro inh	WT yeast gro inh mutant strain	b-catenin transl	b-catenin transl cell count 5 µM
Cc1cc(C)c(NC(=O)CCCn2c(=O)oc3ccccc32)c(C)c1	i	11.6	3.9%	x	x	0.5%	x	i	0.3	x	x	x	x
O=C(CSc1nnc(C2CCCCC2)n1-c1ccccc1)NCc1ccco1	i	8.4	7.5%	7.2%	-9.5%	-1.3%	0.2%	i	14.2	11.9	20.1	1.2	1166
CCCOC(=O)c1ccc(-n2nnnc2SCC(=O)N2CCCCC2)cc1	i	34.0	5.7%	1.6%	-13.9%	-0.8%	0.5%	i	0.8	12.6	11.2	-2.4	959
N=C(N)N1CCN(Cc2ccccc2)CC1	i	41.1	x	-9.1%	-10.7%	0.4%	0.3%	x	x	6.6	17.6	-0.2	1040
CC1CCCN(S(=O)(=O)c2ccc(NC(=O)C3CC(=O)N(C(C)(C)C)C3)cc2)C1 (centres undefined)	i	30.5	6.5%	15.0%	-1.0%	2.3%	x	i	0.7	x	x	x	x
Cn1c(CN2CCN(C(=O)c3ccc(F)cc3)CC2)nc2cc([N+](=O)[O-])ccc21	i	38.3	7.8%	6.0%	-6.3%	-0.6%	-0.5%	i	0.1	3.0	-5.0	-1.4	1169
N#Cc1cnc(NOCc2ccc(Cl)cc2)nc1	i	22.5	2.4%	6.0%	-0.2%	2.4%	0.3%	i	0.5	-12.3	-1.8	-1.1	1105
COc1ccc(C(=O)N/C(=C\c2cn(S(=O)(=O)N(C)C)c3ccccc23)C(=O)NC(C)C)cc1	i	1.5	10.6%	8.7%	-4.9%	1.3%	-0.4%	i	0.6	10.3	4.6	0.1	1148
O=C(CSc1ccsc1[N+](=O)[O-])NCCc1ccccc1	i	26.7	0.2%	-3.3%	7.6%	1.2%	-0.3%	i	0.5	0.0	-6.4	2.1	1253
COC(=O)C1=C(CS(=O)(=O)c2cc(Cl)ccc2OC)NC(=O)NC1c1ccc(O)c(OC)c1 (centres undefined)	i	35.1	10.4%	19.9%	2.9%	1.4%	-0.1%	i	0.5	x	x	x	x
Cc1cccc(N2CCN(S(=O)(=O)c3c(C)nc4scc(C)n4c3=O)CC2)c1C	i	14.0	-0.1%	6.8%	-1.5%	21.9%	-1.4%	i	5.1	x	x	x	x
CC1=CN2C(=N)/C(=C/c3ccc([N+](=O)[O-])o3)C(=O)N=C2S1	i	61.5	11.6%	19.0%	-8.0%	1.3%	-0.6%	u	x	85.9*	66.7*	-2.3	1120
Cn1c(SCC(=O)NC2CCCC2)nnc1-c1cccs1	i	52.1	-1.0%	7.2%	2.4%	-0.3%	-0.9%	i	0.6	x	x	x	x
O=C(CCN1C(=O)/C(=C/c2ccccc2Cl)SC1=S)N1CCOCC1	i	18.6	7.4%	10.4%	3.8%	u	10.8%	u	x	x	x	x	x
CCOC(=O)C1=C(C)N=c2s/c(=C\c3ccc(OCC(=O)O)cc3)c(=O)n2C1c1ccc(Cl)cc1 (centres undefined)	i	57.3	-11.5%	12.0%	-19.4%	18.1%	0.5%	i	1.5	x	x	x	x
Cc1sc2nc(-c3cccnc3)nc(Cl)c2c1-c1ccccc1	i	62.0	3.9%	6.8%	6.1%	u	-0.2%	i	0.3	68.0	68.2	1.6	912
Cc1ccc(CS(=O)(=O)Cc2ccc(C(=O)NCC3CCCO3)o2)cc1 (centres undefined)	i	16.5	7.5%	-2.3%	-1.2%	0.3%	-0.2%	i	8.1	-7.2	-8.4	-0.3	1419
CCOC(=O)C1=C(C)N(CCCC(=O)O)C(=O)NC1c1ccc2ccccc2c1 (centres undefined)	i	25.2	6.2%	17.1%	-2.2%	0.1%	-0.5%	i	1.5	x	x	x	x
O=C(NC1CCS(=O)(=O)C1)N1CCCCC1 (centres undefined)	i	18.7	3.1%	10.8%	-7.1%	1.3%	-0.1%	i	1.5	-0.8	-4.1	-2.5	1160
O=C(COc1ccc(C(=S)N2CCCC2)cc1)Nc1ccc(F)cc1	i	40.8	8.4%	17.3%	-6.9%	6.9%	-0.4%	i	0.9	x	x	x	x
COc1ccccc1NC(=O)C(=O)N1N=C(C(C)C)CC1(O)C(F)(F)F (centres undefined)	i	48.1	-2.5%	19.6%	3.0%	2.3%	0.1%	i	1.0	16.0	0.4	x	x
CCCCOc1ccc(C(=O)NN2CCN(C)CC2)cc1	i	52.8	8.6%	5.0%	-5.1%	0.6%	-0.4%	i	1.7	7.6	12.9	-2.2	559
O=C(O)/C=C/C(=O)NCc1csc2ccccc12	i	25.4	-10.8%	4.8%	-5.0%	x	0.4%	i	1.3	x	x	-1.5	1348
CC1(CC(=O)O)C(=O)N=C2C=CC=CN21 (centres undefined)	x	x	10.8%	6.0%	15.9%	x	0.8%	i	4.1	-6.0	-4.1	0.4	968
CCN1CCN(C(CNS(=O)(=O)c2ccc(F)cc2)c2cccnc2)CC1 (centres undefined)	i	17.2	6.5%	7.8%	-4.8%	-0.1%	0.3%	i	0.3	x	x	x	x

Carrying on:
SMILES	T cell HTS	T cell HTS vesicle-bound %	Rac1 GTP hydrolysis	SV40 large T antigen	Salmonella PhoP GFP	RSV antiviral HEp-2	West Nile virus CPE	Myeloid diff MLP	Myeloid diff MLP GFP+ MAC1+ %	WT yeast gro inh	WT yeast gro inh mutant strain	b-catenin transl	b-catenin transl cell count 5 µM
Cc1cc(C)c2[nH]c(O)c(N=NC3=NC(=O)CS3)c2c1	i	35.8	11.3%	14.6%	-2.2%	1.5%	0.6%	i	0.3	x	x	-0.4	1280
Nc1c(C(=O)N/N=C/c2ccccc2)cnn1-c1ccccc1	i	31.5	3.2%	5.8%	-7.5%	7.4%	0.3%	i	0.1	x	x	1.4	1320
N#CCSc1nccc(-c2cc(Cl)sc2Cl)n1	i	40.4	8.5%	11.5%	3.5%	10.8%	-0.4%	i	0.4	5.9	11.8	x	x
O=C(Nc1cc(C(F)(F)F)ccc1N1CCCCC1)c1cccc([N+](=O)[O-])c1	i	13.2	11.8%	17.3%	-6.7%	3.7%	0.1%	i	5.2	14.6	25.8	0.7	1432
CCc1nnc(NC(=O)C2=CCN(S(=O)(=O)c3ccc(F)cc3)CC2)s1	i	14.1	8.8%	14.1%	x	-0.2%	0.1%	i	0.2	x	x	1.0	1304
CCCc1nnc(NC(=O)C23CC4CC(CC(C4)C2)C3)s1	i	30.5	6.5%	2.0%	-7.1%	1.7%	-0.7%	i	0.8	x	x	x	x
COC(=O)C1=C(N)Oc2cc(C)n(Cc3cccnc3)c(=O)c2C1c1cccc(OC)c1OC (centres undefined)	i	23.0	-4.1%	14.4%	-19.7%	1.6%	0.2%	i	1.0	-7.1	-4.5	-0.7	1157
O=C(N/N=C/c1sc(N2CCCCC2)nc1-c1cccs1)C1CC1	i	46.4	2.7%	-4.7%	-6.5%	10.4%	-0.5%	i	0.4	-7.0	-10.0	-0.2	1129
C=C1N(CCCCCC(=O)O)C(=O)OC12CCCCC2	i	20.8	6.3%	-1.2%	0.8%	-0.6%	0.4%	i	1.5	9.6	13.9	x	x
CCCc1cc(=O)oc2cc(OCC(=O)NC3CC(C)(C)NC(C)(C)C3)ccc12	i	28.2	13.9%	2.8%	-2.1%	-2.2%	-0.2%	i	2.2	x	x	x	x
CCc1cc(C(=O)Nc2ccc(S(=O)(=O)NC3=NCCCCC3)cc2)sc1C	i	24.7	5.3%	12.9%	0.9%	-1.8%	x	i	0.9	x	x	x	x
CCOc1cccc(-c2nc3c(s2)CCc2onc(-c4cccc([N+](=O)[O-])c4)c2-3)c1	x	x	4.2%	4.3%	x	5.9%	x	i	2.6	x	x	x	x
Nc1c(C(=O)CSc2nnc(-c3ccccc3)o2)c(=O)[nH]c(=O)n1C1CC1	i	27.7	5.6%	x	x	2.6%	x	i	1.6	x	x	x	x
Cc1cc(C)nc(Nc2n[nH]c(COc3ccccc3)n2)n1	i	48.3	3.5%	-0.1%	-5.3%	0.3%	1.5%	i	0.9	-1.8	-9.1	-1.5	1156
Cc1oncc1C(=O)NC1CCCCC1	i	44.0	-1.0%	-4.3%	5.8%	-0.1%	0.4%	i	0.8	-0.6	-0.3	0.1	1550
CC1=C(OC(=O)C(C)(C)C)C(C)(C)C(c2ccccc2)OC1=O (centres undefined)	i	42.1	-3.1%	10.9%	-9.1%	10.0%	-1.4%	i	0.5	-0.8	-12.1	-2.4	975
O=C(O)CCN1C(=O)/C(=C\c2ccncc2)SC1=S	i	18.2	8.9%	u	-8.5%	5.9%	0.1%	i	0.4	-17.8	3.3	2.5	1001
O=C(Nn1cnc2ccccc2c1=O)c1ccc(Br)cc1	i	60.4	5.1%	6.3%	-0.4%	1.2%	1.1%	i	0.4	x	x	x	x
COc1ccc(OC)c(NC(=O)c2cnc3n(c2=O)CCS3)c1	i	47.2	6.2%	-4.4%	6.9%	3.0%	0.1%	i	2.3	8.2	-0.8	x	x
CCC1S/C(=N/N=C/c2ccco2)N(c2ccc(F)cc2)C1=O (centres undefined)	i	20.8	11.9%	19.8%	1.4%	0.3%	-0.2%	i	0.2	-1.5	-2.5	-1.7	1084
O=C(c1ccc(-n2cnnn2)cc1)N1CCN(C(c2ccccc2)c2ccccc2)CC1	i	49.5	11.2%	2.2%	1.3%	0.5%	-0.1%	i	0.7	17.6	-13.9	0.9	872
O=C(O)CSc1nnc(-c2ccccc2O)n1Cc1ccccc1	i	17.3	8.4%	4.1%	-2.3%	2.7%	-0.3%	i	1.0	15.1	-0.4	-0.5	839
O=C(COc1ccc(S(=O)(=O)N2CCCC2)cc1Cl)Nc1ccc2c(c1)OCO2	i	31.0	-0.8%	0.2%	-14.4%	3.1%	-0.2%	i	3.5	2.0	6.3	x	x
O=C(CSc1nc2ccccc2c(=O)[nH]1)N1CCN(c2ccccc2F)CC1	i	32.5	7.5%	1.9%	8.6%	4.6%	-0.4%	i	2.0	x	x	x	x
